JMJD2A Tudor inh = JMJD2A Tudor domain (human) inhibition; AID 504339; AlphaScreen JMJD2A-Tudor / H3K4me3 peptide binding; O75164; 390,000 compounds, 4.4% hits; Potency, µM (doses to about 114 µM), without a hit: at the highest dose activity change, negative = inhibition, usual class: inhibitors; further: potency means the concentration at half of the fitted maximal effect; on the % scale 0 is the no-effect control and ±100 the full control effect; nearly all actives have a fitted effect of over 50% in size
Pin1 inh = inhibitors of human Pin1 | Pin1 FP peptide displacement, HiFluor488, 10 min | Potency, µM (titrated, usually from 115 µM), for the others: at the highest dose activity, negative = inhibition, hits mostly inhibitors | 390,000 compounds, 0.009% hits | AID 504891; active means well fitted inhibition curve with a large enough effect in the polarisation, with a control signal flat, not every such curve was filed as active; inconclusive means small, poorly fitted or top-dose-only effect, or effect the other way, or a change in a side signal; inactive means no such curve, though single readings can be large or run the other way; the % refers to the polarisation; further: potency means the concentration at half of the fitted maximal effect; on the % scale 0 is the no-effect control and ±100 the full control effect
HP1b chromo inh = blocks HP1-beta chromodomain binding to methylated histone tails. P83916. AlphaScreen HP1-beta / biotin-H3K9me3 peptide binding. Potency, µM (doses to about 114 µM), without a hit: top-dose activity change, negative = inhibition, actives largely listed as inhibitors. 390,000 compounds, 0.56% hits; further: potency means the concentration at half of the fitted maximal effect; nearly all actives have a fitted effect of over 70% in size; inactives centre near 23
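HP1-beta protein (50 nM final) preincubated 30 min at room temperature with biotinylated H3(1-18)K9me3 peptide (50 nM) in PBS pH 7.4, 0.01% Tween-20, then compound added for 30 min. AlphaScreen streptavidin donor/nickel chelate acceptor beads (10 ug/mL final), 30 min dark, luminescence read.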
G9a block = blocks human histone lysine methyltransferase G9a; Q96KQ7; G9a H3K9 monomethylation, AlphaScreen, 2 h; Potency, µM (top dose mostly 102 µM), inactives show at the highest dose activity, negative = inhibition, actives largely listed as inhibitors; 350,000 compounds, 8.8% hits; further: potency means the concentration at half of the fitted maximal effect; on the % scale 0 is the no-effect control and ±100 the full control effect; nearly all actives have a fitted effect of over 75% in size
Target sequence (Q96KQ7 913-1193 limits assumed): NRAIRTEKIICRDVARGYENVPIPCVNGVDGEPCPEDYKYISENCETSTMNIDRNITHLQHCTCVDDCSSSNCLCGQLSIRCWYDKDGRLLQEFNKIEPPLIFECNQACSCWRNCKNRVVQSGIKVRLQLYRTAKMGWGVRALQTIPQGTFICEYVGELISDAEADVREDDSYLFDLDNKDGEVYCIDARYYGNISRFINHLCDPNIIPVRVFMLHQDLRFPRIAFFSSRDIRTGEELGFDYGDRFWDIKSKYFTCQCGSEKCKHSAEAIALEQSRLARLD
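Quantitative HTS format: methyltransferase activity on a biotin-tagged H3K9 peptide is measured by AlphaScreen, using a rabbit anti-monomethyl-H3K9 antibody with streptavidin donor and anti-IgG acceptor beads. Final levels are 20 nM enzyme, 500 nM peptide, 20 uM SAM; 2 h RT.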
GLS inhibitor = glutaminase GLS (human) inhibition. O94925. GLS enzymatic activity, qHTS titration. Potency, µM (series often up to 45.5 µM), without a hit: at the highest dose activity change, negative = inhibition, most hits filed as inhibitors. 410,000 compounds, 0.21% hits. AID 624170; further: potency means the concentration at half of the fitted maximal effect; on the % scale 0 is the no-effect control and ±100 the full control effect
Target sequence (O94925 whole entry, looked up): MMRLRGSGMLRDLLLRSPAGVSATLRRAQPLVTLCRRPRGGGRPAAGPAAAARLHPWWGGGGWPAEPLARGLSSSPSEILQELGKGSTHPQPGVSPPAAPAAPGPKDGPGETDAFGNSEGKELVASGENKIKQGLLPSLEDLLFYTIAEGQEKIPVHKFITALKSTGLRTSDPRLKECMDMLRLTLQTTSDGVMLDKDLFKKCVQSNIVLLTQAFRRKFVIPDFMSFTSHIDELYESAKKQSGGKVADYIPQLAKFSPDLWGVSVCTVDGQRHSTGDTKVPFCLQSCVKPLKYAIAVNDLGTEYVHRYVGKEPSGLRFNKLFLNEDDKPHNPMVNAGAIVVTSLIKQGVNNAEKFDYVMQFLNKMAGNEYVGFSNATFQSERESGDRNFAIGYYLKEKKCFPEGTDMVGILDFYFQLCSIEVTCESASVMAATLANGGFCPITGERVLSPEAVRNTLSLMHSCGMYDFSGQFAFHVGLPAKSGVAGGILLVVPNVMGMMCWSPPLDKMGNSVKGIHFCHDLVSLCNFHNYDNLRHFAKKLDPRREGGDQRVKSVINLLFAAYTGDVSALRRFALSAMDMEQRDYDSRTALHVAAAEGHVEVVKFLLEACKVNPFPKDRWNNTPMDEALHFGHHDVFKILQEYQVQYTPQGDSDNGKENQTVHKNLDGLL
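hKGA in 45 mM KH2PO4 pH 8.2, 0.02% Tween-20 with pin-transferred compounds; 1 mM L-glutamine (stock) plus glutamate oxidase/HRP/Amplex Red coupling added. Fluorescence read initially and after 30 min at RT.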
BAZ2B block = inhibitors of human BAZ2B bromodomain. Q9UIF8. 360,000 compounds, 4.4% hits. Potency, µM (series often up to 114 µM), for the others: at the highest dose activity change, negative = inhibition, most hits filed as inhibitors. AlphaScreen BAZ2B-H3K14Ac peptide displacement. AID 504333; further: potency means the concentration at half of the fitted maximal effect; on the % scale 0 is the no-effect control and ±100 the full control effect; nearly all actives have a fitted effect of over 60% in size
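BAZ2B 50 nM plus b-H3(5-23)K14Ac 50 nM, PBS pH 7.4/0.01% Tween-20, 30 min RT; compound added (max 110 uM), 30 min RT; streptavidin donor/Ni-chelate acceptor beads 10 ug/mL final, 20 min dark; AlphaScreen read.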
Pol eta inh = inhibitors of human DNA polymerase eta | Q9Y253 | recombinant Pol eta, fluorescent DNA replication assay | Potency, µM (doses to about 114 µM), for inactives: top-dose activity change, negative = inhibition, most hits filed as inhibitors | 390,000 compounds, 1.2% hits; further: potency means the concentration at half of the fitted maximal effect; on the % scale 0 is the no-effect control and ±100 the full control effect
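Fluorescent replication assay: 50 nM final substrate added after a 15 min room-temperature compound preincubation with 10 nM enzyme. Signal taken at 0 min and again at 10 min.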
Tb PGK inh = blocks T. brucei phosphoglycerate kinase | 380,000 compounds, 0.043% hits | PGK/GAPDH coupled, Kinase-Glo luminescence, 60 min | Potency, µM (doses to about 57.5 µM), inactives show top-dose activity change, negative = inhibition, hits mostly inhibitors | P07378; further: potency means the concentration at half of the fitted maximal effect; on the % scale 0 is the no-effect control and ±100 the full control effect; nearly all actives have a fitted effect of over 60% in size
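Luminescent ATP detection (Kinase-Glo Plus) follows a 60-minute room-temperature incubation, with wells lacking PGK as controls. Buffer: 100 mM TEA (pH 7.6), 5 mM MgCl2, 0.01% Tween-20. Coupling enzyme GAPDH (100 nM final) supplies unstable 1,3-BPG in-well.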
PI4K2A inh = inhibitors of human PI4K2A. activity change, negative = inhibition, % at 76.9 µM. 420,000 compounds, 0.13% hits. purified PI4K2A, ADP-Glo luminescence, 1 h; stronger effect = lower value; in the data active means activity change below about -50%; inconclusive means mostly about -30% to -49%;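 further: -100% = wells without enzyme as full effect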
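PI4K2A activity was measured by ADP-Glo luminescence: enzyme (4 ug/mL stock) and phosphatidylinositol (1.2 mM stock) in Tris pH 7.5/MgCl2/EGTA/Triton X-100 buffer were reacted with ATP (300 microM stock) for one hour at ambient temperature.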
Active calls of the source: *; i = inactive; u = inconclusive; x = no result given; [ ] = dose if it differs, or a comment. Unless noted, the call rests on the fitted dose curve; in most records, active means well fitted curve in the direction sought with a large enough effect; inconclusive means small, poorly fitted or top-dose-only effect, or another doubt; inactive means no such curve, though single readings can be large; an effect the other way counts as inactive or inconclusive. These rows are one share of the data (hit frequency here may not be typical).

Results follow in this order: JMJD2A Tudor inh	Pin1 inh	HP1b chromo inh	G9a block	GLS inhibitor	BAZ2B block	Pol eta inh	Tb PGK inh	PI4K2A inh
> O=C(Nc1ccc(Cl)cn1)C1CCN(S(=O)(=O)c2cccs2)CC1
 : -10%	-7%	72%[activator]	17%	-2%	-3%	-3%	-8%	-3
> COc1ccc(CNC(=O)C2CCN(S(=O)(=O)c3cccnc3)CC2)cc1
 : -5%	-1%	7%[57 µM]	x	5%	-16%	5%	1%	3
> CN(C)CCNC(=O)c1sc2cccc(F)c2c1Cl
 : -17%	-10%	25%	u	-5%	-5%	-4%	-2%	-2
> Cc1cc(C)nc(SC2CC(=O)N(c3ccc(C)c(C)c3)C2=O)n1 (stereo not given)
 : 2%	-1%	58%[activator]	x	-4%	-1%	1%	2%	-1
> O=C(/C(=C(\[O-])c1ccccc1)[n+]1ccc2ccccc2c1)c1ccccc1
 : -15%	u	24%	-16%[59 µM]	11%	-31%	-11%	9%	-1
> COc1ccc(NC(=O)CSc2nc(O)cc(=O)n2-c2ccc(OC)cc2)cc1
 : -14%	u	21%	-50%	0%	0%	-21%	5%	-4
> O=C(CCC(=O)Nc1ccccc1Cl)N/N=C/c1c[nH]c2ccccc12
 : -3%	-8%	33%	-12%[59 µM]	-11%	-26%	-20%	i	6
> COc1ccc(-n2ccc(-c3nn(-c4cccc(C(F)(F)F)c4)ccc3=O)n2)cc1
 : -6%	0%	16%	-9%[59 µM]	-14%	4%	-22%	-2%	6
> CCO[C@H]1OC(C(=O)N2CCOCC2)=C[C@@H](c2ccc(C(F)(F)F)cc2)[C@@H]1CCCO
 : -3%	5%	20%	9%[12.7 µM]	1%	-1%	-10%	6%	-1
> O=C(Nc1ccc(Cl)cc1)OCc1cc(-c2ccccc2)on1
 : 15%	3%	25%	u	-5%	3%	-9%	-3%	10
> Cc1nc2ccccc2c2nc(NC(=O)C(F)(F)F)nn12
 : 1%	0%	22%	-1%	13%	-1%	-12%	4%	0
> Cc1nnc(SC(C)C(=O)Nc2c(C)n(C)n(-c3ccccc3)c2=O)n1N (stereo not given)
 : -21%	-3%	-10%	u	20%	u	-16%	5%	4
> COc1ccc(Br)cc1/C=N/N1CCN(Cc2ccccc2Cl)CC1
 : 40µM*	1%	-26%	11%[0.501 µM]	-4%	u	-3%	-7%	-5
> COc1ccc(C(=O)NCc2ccc(F)cc2)cc1S(=O)(=O)N1CCCC1
 : -20%	-2%	15%	-6%	1%	-6%	-3%	-2%	-1
> COc1ccc(OC)c2[nH]c(C(=O)N3CCC(C(=O)O)CC3)cc12
 : -8%	-2%	33%	-2%	19%	1%	9%	x	-2
> O=C(O)CCn1c(=O)n(CCC(=O)O)c(=O)n(CCC(=O)O)c1=O
 : -6%	3%	47%[activator]	9%[0.501 µM]	6%	-14%	9%	-6%	3
> c1ccc(SCCCCNC2CCCC2)cc1
 : 3.2µM*	2%	-18%[57 µM]	8.9µM*	-4%	56µM*	-19%	i	4
> COc1cccc(N=NC2C(=O)N(C(N)=S)N=C2C)c1 (stereo not given)
 : -26%	0%	0%	x	1%	x	-16%	-8%	16
> O=C(C[C@@H]1C/C=C\CC[C@H](Cc2ccc(F)cc2)C(=O)OC[C@@H]2CCCN2C1=O)NCCO
 : -4%	2%	42%[activator]	x	2%	x	-8%	-7%	3
> CCOc1ccccc1CNC(=O)Cn1nc(C)c2nn(-c3ccc(Cl)cc3)c(C)c2c1=O
 : -17%	20%	24%[57 µM]	9%[59 µM]	1%	2%	-5%	5%	-1
> O=C(COc1ccc(Cl)cc1Cl)Nc1ccc(C(=O)OC2CCCCC2)cc1
 : -4%	9%	32%	41%[59 µM]	2%	8%	x	x	-2
> Cc1ccc(Cn2c(SCC(=O)N/N=C/c3ccc(C)o3)nc3ccccc32)cc1
 : -15%	u	u	u	-4%	u	-15%	-1%	-4
> COC(=O)C1=CNC=C(C(=O)OC)C1c1cccc(OC)c1
 : 10%	-8%	73%	5%[59 µM]	15%	6%	-14%	22%	7
> COC(=O)CNC(=O)CSc1nnc(C)c(=O)[nH]1
 : 13%	-4%	22%	18%[59 µM]	1%	27%	-18%	-5%	-8
> C[C@@H]1CN([C@@H](C)CO)C(=O)c2cc(C#Cc3ccccc3)cnc2O[C@H]1CN(C)C(=O)c1ccccc1F
 : x	x	x	x	-12%	x	-15%	-7%	7
> Cc1cc(Cl)ccc1OCC(=O)NNC(=O)c1cccs1
 : 4%	3%	45%[activator]	x	-3%	x	-12%	-9%	6
> N#Cc1ccccc1NC(=O)COC(=O)c1c[nH]c2ccccc12
 : -5%	2%	11%	u	18%	2%	6%	-2%	0
> CCCCCn1nc(C(=O)OCC(=O)c2c(N)n(C)c(=O)n(C)c2=O)c2ccccc2c1=O
 : -17%	6%	36%	-28%	12%	8%	-8%	-2%	-1
> CCOC(=O)c1c(C)c(C(=O)NCc2ccc(Cl)cc2)c(C)n1CC
 : -19%	-3%	12%	0%[59 µM]	-1%	-1%	14%	-6%	-1
> COc1ccccc1CN1CCC(CNC(=O)c2cnn(-c3cccc(Cl)c3)c2C2CCN(C(=O)OC(C)(C)C)CC2)CC1
 : -16%	2%	20%	-24%[59 µM]	-12%	4%[57.1 µM]	-20%	-8%	2
> O=c1oc2ccccc2n1CCc1ccccc1
 : 23%	-7%	24%	0%	-6%	15%	2%	-3%	3
> O=C(c1sccc1-c1ccccc1)N1CCN(S(=O)(=O)c2ccccc2F)CC1
 : -15%	14%	5%	-2%	11%	4%	-11%	-3%	-4
> Nc1nc(N2CCCCC2)nc(N2CCCCC2)n1
 : -1%	8%	29%	-5%	11%	u	-9%	-4%	5
> CC(=O)N1CCCc2cc(S(=O)(=O)N(C)CC(=O)Nc3ccc(Cl)cc3C)ccc21
 : -10%	u	15%[57 µM]	20%[59 µM]	-17%	2%	-11%	i	2
> Cc1[nH]c(=O)[nH]c(=O)c1/C=C/C(=O)O
 : 6%	1%	42%[activator]	4%[12.7 µM]	-9%	3%	-7%	10%	7
> COc1ccc(OC)c(Nc2ncnc3ccc(Br)cc23)c1
 : -23%	14%	33%	x	5%	-13%	1%	-6%	-5
> COc1ccc(CN2CCC(C(N)=O)CC2)cc1OCc1ccccc1
 : 32µM*	-7%	u	x	0%	u	-15%	-4%	13
> O=C(Nc1ccc2oc(-c3ccc(Cl)cc3)nc2c1)c1ccc2ccccc2c1
 : 9%	6%	17%	1%[59 µM]	-1%	1%	3%	-8%	0
> COc1ccccc1N1CCN(S(=O)(=O)c2c(C)nc3sc(C)c(C)n3c2=O)CC1
 : 1%	0%	26%	-2%[59 µM]	0%	-13%	-13%	-7%	0
> O=C(NNC(=O)[C@@H]1CCCC[C@@H]1C(=O)O)Nc1ccccc1
 : 0%	-2%	32%	4%[59 µM]	3%	0%	-23%	-1%	1
> O=C1[C@@H]2[C@@H]3C[C@@H]([C@H]4ON=C(c5ccc(Cl)cc5)[C@@H]34)[C@@H]2C(=O)N1c1ccc2c(c1)OCO2
 : -18%	20%	35%	14%[59 µM]	0%	-1%	-9%	-9%	-2
> Cc1nc2c(C(=O)N3CCCCC3)cnn2c(C)c1Cc1ccccc1F
 : 4%	-6%	30%	-11%[59 µM]	-6%	4%	-8%	i	-3
> O=C1N(c2ccccc2)C[C@@H]2C[C@@H](c3cc4ccccc4o3)N3CCC[C@@]123
 : -22%	13%	17%	x	2%	-1%	17%	-1%	1
> COc1cc(-c2ccc3oc(-c4ccsc4)cc3c2)cc(OC)c1OC
 : -12%	-5%	33%	x	-1%	x	-2%	9%	-1
> Cc1ccccc1-c1nnc(SCC(=O)NC2CCS(=O)(=O)C2)n1C (stereo not given)
 : -15%	-1%	23%	x	-9%	x	-5%	-14%	9
> COc1ccccc1N1CCN(CCCNC(=O)c2nnc(Cc3ccc(F)cc3Cl)o2)CC1
 : -26%	-2%	1%	-2%[59 µM]	17%	-9%	-18%	13%	-1
> CC(Sc1ncnc2c1cnn2-c1ccccc1)C(=O)NCC1CCCO1 (stereo not given)
 : 2%	1%	38%	25%	-13%	-11%	-15%	-9%	1
> CC/C(=N\NC(=O)c1ccc2c(c1)OCO2)c1ccccc1
 : -3%	6%	58%[activator]	-8%	12%	-14%	7%	8%	-5
> CCOC(=O)c1ccc(NC(=O)CSc2nnc3c4ccccc4n(CC)c3n2)cc1
 : -13%	7%	12%	u	-3%	-20%	x	x	-9
> O=C(Nc1cccc(Cl)c1)C1CCN(S(=O)(=O)Cc2ccccc2)CC1
 : -18%	0%	5%	-9%[59 µM]	-4%	1%	-18%	-5%	0
> O=C(O)CCn1c(Cc2ccccc2)nc2ccccc21
 : -8%	7%	34%	13%	3%	-1%	-16%	-9%	2
> COc1ccccc1N(CC(=O)Nc1ccccc1C(F)(F)F)S(=O)(=O)c1cccs1
 : -14%	8%	56%[activator]	x	-2%	x	-23%	i	-2
